# HUVEC tox IL1B – HUVEC cytotoxicity counter-screen, IL-1B stimulated. AID 845. 94,000 compounds, 0.41% hits. cell count reduction, % at 2 µM. HUVEC cell count loss, Hoechst imaging;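 active means cell count reduction more than 3 SD above the screen-wide mean, cut at about 70% in these data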;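 further: normalized per plate to untreated control cells as the no-loss baseline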
# VCAM1 TNFa inh – reduces TNF alpha induced VCAM1 expression in HUVEC. 95,000 compounds, 0.48% hits. HUVEC TNFa-induced VCAM-1 immunofluorescence, high-content imaging. inhibition, % at 2 µM;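 active means inhibition above the batch mean plus 3 SD, with images confirmed as a hit by eye, cut at about 37% in these data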;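 further: 0% = TNF-stimulated DMSO wells and 100% = unstimulated control wells; not every result past the cut was called active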
# TNFa cytotox – toxic to HUVEC cells under TNF alpha stimulation; 93,000 compounds, 0.17% hits; cell count reduction, % at 2 µM; HUVEC TNFalpha-stimulated, Hoechst cell count, imaging;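 active means cell count reduction exceeding the screen mean by over 5 SD, scaled to untreated wells per plate, cut at about 78% in these data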;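 further: cells counted after 24 h of TNF alpha exposure following the 1 h pretreatment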
# PLK1 inh – PLK1 (human) kinase inhibition; AID 619; inhibition, % at 10 µM; recombinant PLK1 kinase, TR-FRET peptide phosphorylation; P53350; 97,000 compounds, 0.53% hits;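 active means inhibition of 50% or more in the single-concentration screen; inactive means inhibition below 50%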;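 further: 0% = DMSO max control and 100% = H-89 dihydrochloride min control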
# sEH inh – inhibitors of human soluble epoxide hydrolase; P34913; recombinant human sEH enzymatic activity assay; inhibition, % at 2 µM; 91,000 compounds, 0.34% hits; AID 707; in the data active means inhibition above about 80%; further: values of inactives mirror those of a sister screen read the other way; many of its hits are not listed in these tables
# Target sequence (P34913 whole entry, looked up): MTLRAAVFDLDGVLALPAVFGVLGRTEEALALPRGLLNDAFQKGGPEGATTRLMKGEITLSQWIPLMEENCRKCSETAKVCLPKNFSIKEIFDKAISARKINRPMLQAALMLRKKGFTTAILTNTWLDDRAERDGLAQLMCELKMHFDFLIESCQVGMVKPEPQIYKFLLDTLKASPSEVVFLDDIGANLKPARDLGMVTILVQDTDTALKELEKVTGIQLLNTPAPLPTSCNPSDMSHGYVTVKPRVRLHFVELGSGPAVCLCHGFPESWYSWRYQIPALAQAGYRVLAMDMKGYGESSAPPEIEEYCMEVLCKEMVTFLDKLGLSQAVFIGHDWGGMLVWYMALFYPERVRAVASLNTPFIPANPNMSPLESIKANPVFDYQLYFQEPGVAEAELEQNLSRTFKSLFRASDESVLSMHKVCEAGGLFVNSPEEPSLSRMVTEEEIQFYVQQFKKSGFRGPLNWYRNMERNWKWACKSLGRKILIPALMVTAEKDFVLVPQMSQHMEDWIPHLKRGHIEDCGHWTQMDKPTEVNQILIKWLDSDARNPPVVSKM
# DAT uptake mod – changed human dopamine transporter uptake under cocaine IC80; Q01959; LLC-PK1 hDAT cells, [14C]-dopamine uptake with cocaine IC80; actives deviate in either direction; B-score at 10 µM; 110,000 compounds, 1.3% hits;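 active means Z score or B-score, a plate-position-corrected score, falls beyond the plate's 99.7% confidence bounds, in either direction; inactive means both scores lie inside the 99.7% bounds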;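 further: scored against the spread of the other compound wells on the same plate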
# Ecoli WT expand – growth inhibitors of E. coli BW25113 wild type | OD600 absorbance | growth inhibition, % at 100 µM | 98,000 compounds, 0.15% hits | AID 710;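 active means growth inhibition above about 50% at one test dose, limit read from the data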;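 further: growth measured after 20 h incubation at 37 °C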
# Plk1 PBD FP – Plk1 (human) PBD binding inhibition; P53350; Plk1 PBD phosphopeptide binding, fluorescence polarization; inhibition, %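 (tested at about 20 µM)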; 97,000 compounds, 0.13% hits; AID 693; in the data active means inhibition above about 34%, passing the limit was not always enough
# cytoskel mod – alters cytoskeleton assembly in HUVEC cells | inhibition, % at 2 µM | HUVEC TNFa F-actin phalloidin imaging, high content | 91,000 compounds, 0.18% hits | AID 836;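 active means inhibition above the batch mean plus 3 SD and confirmed as a hit by visual image inspection, cut at about 30% in these data, passing the limit was not always enough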; further: strong numbers were not always called active
# * hit, by the source's call; nt = not tested or not shown.
SMILES,HUVEC tox IL1B,VCAM1 TNFa inh,TNFa cytotox,PLK1 inh,sEH inh,DAT uptake mod,Ecoli WT expand,Plk1 PBD FP,cytoskel mod
Cc1ncc2c(c1OC(=O)c1ccc([N+](=O)[O-])cc1)COC(C)(C)OC2,11.6,-6.9,-15.5,-10.9,-5.8,0.0542,-1.0,-21.6,14.3
COc1ccc(OCC(=O)NC(=S)N2CCCc3ccccc32)cc1,15.5,0.2,-4.6,-13.9,-0.2,0.487,1.0,-0.4,-3.5
Cc1ccc(C)n1-c1ccc(C(=O)NCC2CCCO2)cc1 (stereo unspecified),8.5,6.9,34.4,6.9,nt,-0.037,-1.0,6.3,-12.2
Cc1ccc(CN(CC(=O)NCCc2ccccc2)C(=O)CCCC(=O)Nc2cc(C)on2)cc1,-47.4,-26.5,-30.9,-8.1,-4.0,0.465,3.0,-50.7,8.8
O=C(CNC(=O)c1cccs1)NCC(=O)OCc1ccccc1Cl,-20.2,18.5,4.5,-12.3,-5.5,-0.0409,-4.0,18.7,5.4
Cc1ccccc1C(=O)NC1CCS(=O)(=O)C1 (stereo unspecified),6.6,6.6,-6.5,-12.5,10.8,-0.0246,-15.0,24.3,-4.5
CCCCNC(=O)C1(c2ccc(OC)cc2)CCOCC1,-9.3,-3.8,-22.6,-10.0,1.9,-0.0848,nt,2.2,10.4
O=C(c1cccc(F)c1)N1CCC(O)(c2cccnc2)CC1,6.3,1.8,-4.4,-11.3,3.1,0.389,1.0,-3.5,16.4
Cc1ccc(-c2nc(-c3cccnc3)no2)c(C)c1,-39.4,15.4,-14.2,-10.4,2.2,-0.00964,7.0,2.8,-5.7
Oc1ccc(N=Cc2ccc(O)c(O)c2)cc1,-14.4,11.7,-28.4,34.7,2.9,1.6,-5.0,-19.2,4.5
CC(C)N1C(=O)CCC1C(=O)N1CCCc2ccccc21 (stereo unspecified),16.9,3.1,6.8,-5.2,nt,-0.124,-1.0,0.3,1.2
C=CCSc1nnc(-c2sc(-c3ccccc3)nc2C)n1C,-3.5,-10.4,-9.0,-9.1,2.8,1.86,2.0,-3.7,-2.1
CS(=O)(=O)Nc1ccccc1C(=O)N1CCOCC1,26.2,22.5,25.8,-4.5,-11.2,-0.144,-1.0,-17.4,4.6
Cn1c(=O)c2c(nc(Br)n2CCCc2ccccc2)n(C)c1=O,3.8,-5.0,-22.6,-6.7,10.3,-0.413,4.0,-3.0,nt
O=C(COC(=O)CN1C(=O)C2CC=CCC2C1=O)Nc1cc(C(F)(F)F)ccc1N1CCOCC1 (stereo unspecified),0.0,14.4,-15.2,-0.4,-2.2,-0.0138,-3.0,-4.7,7.6
Cc1ccc(S(=O)(=O)NCCCCCC(N)=O)cc1,5.6,-22.0,6.5,-8.2,-8.7,0.0245,-5.0,20.7,1.8
CCOC(=O)c1ccc(Nc2cc(C)nc3ncnn23)cc1,nt,5.2,-13.6,-7.9,nt,-0.0811,11.0,-29.8,5.5
CC1CCN(c2ncnc3c2cnn3Cc2ccc(Cl)cc2)CC1,-40.3,10.1,-9.2,-11.3,nt,-0.667,-1.0,-10.5,-8.0
Cc1ccc(OCc2nnc(SCc3ccc(C#N)cc3)n2-c2ccc(C)cc2)cc1,3.9,10.3,-5.2,-3.5,7.1,-0.284,-14.0,-25.4,-0.1
O=C(CSc1nnc(-c2cnccn2)n1Cc1ccco1)Nc1ccc(Br)cc1,16.1,-20.6,-9.5,-10.0,24.6,-0.553,-6.0,-5.3,28.2
CCOc1ccc(C(=O)Nc2c3c(nn2-c2cccc(Cl)c2)CS(=O)C3)cc1 (stereo unspecified),-18.6,1.8,1.3,-7.5,7.6,0.718,nt,-11.4,-15.5
CCC(=O)c1ccccc1OCCSc1nc(C)cc(=O)[nH]1,14.4,1.7,-1.2,-10.8,1.9,-0.0323,-2.0,-4.8,-4.2
O=C(CN(Cc1ccco1)C(=O)Cn1nnc(-c2ccc(F)cc2)n1)NC1CCCC1,4.5,-5.3,-5.7,-10.8,-9.7,nt,3.0,-4.2,-11.5
COc1cc(C)c(Cl)cc1S(=O)(=O)NCC1CCCO1 (stereo unspecified),4.4,-6.7,0.0,-1.1,6.2,-0.279,-1.0,-11.5,-14.5
COc1cccc(C(=O)C2CN(c3ccccc3)CC2c2ccc(Cl)cc2)c1 (stereo unspecified),7.2,-24.4,6.9,-9.2,1.9,0.459,-12.0,-4.7,-21.0
SMILES,HUVEC tox IL1B,VCAM1 TNFa inh,TNFa cytotox,PLK1 inh,sEH inh,DAT uptake mod,Ecoli WT expand,Plk1 PBD FP,cytoskel mod
C=CCc1cccc2cc(C(=O)N(CC)CC)c(=O)oc12,4.9,23.9,3.1,-24.2,6.7,-0.14,-5.0,-13.9,-2.5
Cc1ccc(OCC(=O)N/N=C/c2cn[nH]c2-c2ccc(Cl)c(Cl)c2)cc1,19.2,6.9,-2.1,-3.3,-7.4,0.261,1.0,5.2,5.7
CCS(=O)(=O)Nc1cc(C(=O)OC)ccc1C(=O)OC,-169.7,-13.3,-24.9,2.6,6.1,6.13*,2.0,4.2,6.6
CCOC(=O)c1ccc(-n2c(C)nc3c(cnn3-c3ccccc3C)c2=O)cc1,23.4,12.8,-21.7,-7.1,19.9,0.303,6.0,-6.2,-2.6
Cc1c(C(=O)N2CCN(c3ccccn3)CC2)sc2ncnc(N3CCOCC3)c12,-33.3,13.6,13.5,3.6,-9.6,0.79,6.0,-18.6,-11.8
O=C1c2ccccc2C(=O)C12Cc1ccccc1N1CCN(c3ccccc3)CC12 (stereo unspecified),-38.8,-1.9,5.7,9.0,0.1,0.753,-13.0,-27.0,-54.9
C=C(C)CSc1nnc2n(Cc3ccccc3)c(=O)c3c4c(sc3n12)CCC4,-17.1,6.0,-25.0,-6.7,0.6,nt,4.0,-1.3,-15.2
Cc1cc(NC(=O)CSc2nc3ccccc3c(=O)n2CCCC(=O)NCc2ccccc2)n[nH]1,1.9,6.6,3.1,30.8,42.5,0.466,-3.0,33.3,-11.3
COc1ccc(-n2c(C)cc(C(=O)Cn3c(NCCO)nc4ccccc43)c2C)cc1,4.0,2.8,-4.8,-8.9,-2.8,2.13*,5.0,-14.7,-17.1
CN(C)CCCNc1ncnc2c1cnn2-c1ccccc1,-8.6,9.3,-11.2,66.7*,5.0,0.63,7.0,22.9,-2.3
CCCCC(=O)NC(Nc1cc(C)ccn1)(C(=O)OCC)C(F)(F)F (stereo unspecified),-8.1,8.5,-25.1,-7.0,13.1,0.756,3.0,-11.9,-4.2
COc1cc(-c2nnn(CC(=O)NC3CCS(=O)(=O)C3)n2)ccc1OCc1ccccc1 (stereo unspecified),-22.5,16.5,-21.3,2.5,1.5,0.244,-6.0,-9.5,25.3
Cc1nnc2c(Oc3ccccc3)nc3ccccc3n12,-9.6,7.2,-12.4,-9.2,10.8,0.0524,-3.0,-0.1,4.6
COc1cc(/C=N/NC(=O)CSCc2ccc([N+](=O)[O-])cc2)cc(OC)c1OC,89.4*,1.4,-1.5,5.6,-1.7,nt,2.0,13.2,3.8
Cc1ccc2nc(NC(=O)CSCC(=O)OCC(=O)c3ccc(Br)cc3)sc2c1,-3.7,7.2,5.3,-11.6,2.3,nt,-20.0,-2.3,nt
O=C(NCc1ccco1)c1cc2n(n1)C(C(F)(F)F)CC(c1ccc(F)cc1)N2 (stereo unspecified),-28.9,-24.2,-4.6,-0.7,2.2,-0.64,-2.0,1.2,13.7
CN1c2ccsc2C(O)=C(C(=S)Nc2ccccc2)S1(=O)=O,37.5,8.1,1.6,-0.5,-1.6,-0.399,-7.0,18.0,7.7
O=c1c2ccccc2nc(SCc2nnc(-c3ccccc3Br)o2)n1-c1ccccc1,-13.5,2.4,7.7,-17.4,5.5,0.544,-18.0,0.9,4.4
Cc1cc(C)c2cc(C#N)c(NCCOC(=O)c3ccccc3C)nc2c1,29.2,-14.5,nt,-9.3,9.8,0.366,-15.0,-35.0,4.6
CCc1c(C)nc(SCC(=O)N2CCc3ccccc32)[nH]c1=O,-4.3,2.1,9.3,8.4,9.1,0.0659,1.0,-4.9,27.6
C=CCN(CC=C)C(=O)CN1C(=O)c2ccccc2C1=O,-15.8,0.5,-6.6,-4.3,17.8,-0.0553,0.0,-1.0,10.0
NC(=S)Nc1cnc2ccccc2c1,-2.1,7.7,-2.4,-4.0,-16.5,-1.28,3.0,17.2,-5.1
CCn1ncc(C2=NOC(C(=O)N3CCN(c4ccccc4)CC3)C2)c1C (stereo unspecified),-18.8,7.7,-16.2,-8.6,nt,0.536,-4.0,6.9,-10.6
CCOc1ccc(NC(=O)C(C)O)c(NS(=O)(=O)c2ccc(CCNC(C)=O)cc2)c1 (stereo unspecified),-20.9,9.1,-4.2,-4.5,-8.8,-0.227,-2.0,23.2,-12.6
CCOC(=O)/C(C(C)=O)=C1\OC(=O)c2ccccc21,nt,nt,nt,-5.3,5.4,1.28,-5.0,-14.9,nt
SMILES,HUVEC tox IL1B,VCAM1 TNFa inh,TNFa cytotox,PLK1 inh,sEH inh,DAT uptake mod,Ecoli WT expand,Plk1 PBD FP,cytoskel mod
O=C(c1ccc(Br)o1)N1CCN(c2ccccc2F)CC1,-39.3,2.7,-18.6,-10.6,14.5,-1.64,9.0,5.1,9.7
Nc1nc(-c2ccco2)c(-c2ccco2)s1,12.9,0.2,14.3,-7.3,2.8,-0.0818,1.0,-3.0,-24.3
Cc1ccc(NC(=O)N2CCC(NC(=O)c3ccccc3C)CC2)cc1,-11.7,4.3,-27.5,-11.1,-7.0,-0.181,18.0,-1.4,-7.5
CC1CCN(C(C(=O)Nc2ccc(C(C)C)cc2)c2ccc3c(c2)OCO3)CC1 (stereo unspecified),-12.4,-1.1,-0.4,-2.4,-3.6,0.72,2.0,13.7,-9.9
CC(=O)Oc1cc2c(cc1Cl)C1(CC(c3ccccc3Cl)O2)CC(C)(C)NC(=S)N1 (stereo unspecified),4.8,10.6,-24.6,-8.2,-1.0,0.6,-6.0,8.2,1.3
CCc1ccccc1S(=O)(=O)Cc1ccc(C(=O)NC(C)C)o1,25.3,6.7,-5.0,-3.0,-3.7,-0.693,nt,-2.7,14.6
O=C(CSc1ccc(/C=N/NC(=O)c2cccc(F)c2)o1)Nc1ccccc1,-29.7,-3.4,-19.1,0.9,79.0,-0.649,3.0,-14.7,1.1
COc1ccc(OC)c(NC(=O)C(CC(=O)O)Cc2ccc(Cl)cc2)c1 (stereo unspecified),7.6,3.6,5.9,-10.5,-6.8,1.02,-7.0,-7.5,6.6
CCc1ccccc1NC(=O)CCN1C(=O)c2ccccc2C1=O,8.4,8.2,-6.8,-6.7,-10.1,-0.213,-1.0,0.1,-4.9
CCCn1c2c(c(O)c(C(=O)Nc3ccccc3)c1=O)CCCC2,-11.2,18.4,-29.8,1.2,0.3,nt,-21.0,24.4,0.8
COc1ccc(C(=O)N(c2ccccc2)C2C=CS(=O)(=O)C2)cc1 (stereo unspecified),4.1,4.0,-6.2,-17.1,-2.9,-0.346,-3.0,25.4,0.5
O=C(Nc1ccc(F)cc1)N1CCN2C(=O)c3ccccc3C12c1ccccc1 (stereo unspecified),4.3,16.3,-3.0,-8.6,13.3,0.654,-8.0,-2.4,15.5

# Single records, as listed above. Order of values: HUVEC tox IL1B, VCAM1 TNFa inh, TNFa cytotox, PLK1 inh, sEH inh, DAT uptake mod, Ecoli WT expand, Plk1 PBD FP, cytoskel mod
# `O=C(Nc1ccc(F)cc1)N1CCN2C(=O)c3ccccc3C12c1ccccc1` (stereo unspecified) across the screens: 4.3, 16.3, -3.0, -8.6, 13.3, 0.654, -8.0, -2.4, 15.5
# `CCCn1c2c(c(O)c(C(=O)Nc3ccccc3)c1=O)CCCC2` across the screens: -11.2, 18.4, -29.8, 1.2, 0.3, nt, -21.0, 24.4, 0.8
# `CCc1ccccc1NC(=O)CCN1C(=O)c2ccccc2C1=O` across the screens: 8.4, 8.2, -6.8, -6.7, -10.1, -0.213, -1.0, 0.1, -4.9
# `Cc1ccc(NC(=O)N2CCC(NC(=O)c3ccccc3C)CC2)cc1` across the screens: -11.7, 4.3, -27.5, -11.1, -7.0, -0.181, 18.0, -1.4, -7.5
# `COc1ccc(C(=O)N(c2ccccc2)C2C=CS(=O)(=O)C2)cc1` (stereo unspecified) across the screens: 4.1, 4.0, -6.2, -17.1, -2.9, -0.346, -3.0, 25.4, 0.5

# Source: PubChem (several laboratories)
